Rad51 HR inh: Rad51 (human) homologous recombination inhibition. Q06609. hRad51 DNA strand exchange, fluorescence dequenching. inhibition, % at 10 µM. 0.085% of 200,000 active;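 active means inhibition above 40% at the single screening dose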;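 further: 0% = DMSO control wells and 100% = blanks with heterologous ssDNA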
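Material: hRad51 filaments on single-stranded DNA; Reagent: Donor/quencher-labelled 47-bp dsDNA substrate; Compound: 10 µM final, single point; Schedule: 37 °C 15-min filament assembly, 30-min compound preincubation, 15-min exchange; Technique: FRET fluorescence, excitation 485 nm, emission 520 nm; Benchmarks: control wells and blank wells on each plate.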
Wee1 stabilizer: inhibitors of human Wee1 degradation. 1.2% of 220,000 active. HeLa Luc-Wee1K328M stability, luciferase luminescence; 100% = proteasome inhibitor MG132 effect. P30291. reporter increase, % at 5 µM;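 active means activation above the mean of all tested compounds plus 3 SD, set per screening run, cut at about 8.8% in these data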;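 further: cells exposed to compound for 20 h before luminescence read; 0% = DMSO alone and 100% = MG132 at 30 µM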
hK5 inh: inhibitors of human kallikrein 5. recombinant hK5, fluorogenic AMC substrate cleavage. inhibition, % at 5 µM. 0.59% of 210,000 active;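 active means inhibition of 40% or more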;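 further: 0% = enzyme controls without compound and 100% = no-enzyme blanks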
14-3-3 Bad inh: disrupts binding of bovine 14-3-3 zeta to phospho-Bad peptide. inhibition, % at 21.7 µM. AID 781. 0.71% of 220,000 active. TR-FRET 14-3-3zeta/Dy647-pBad peptide displacement, 1 h;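 active means inhibition above about 70%, limit read from the data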;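 further: 0% = full 14-3-3 plus peptide FRET controls and 100% = background without 14-3-3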
eIF4E-4G inh: eIF4E/eIF4G interaction inhibition in translation initiation; inhibition, % at 21.7 µM; 0.37% of 220,000 active; TR-FRET eIF4E-eIF4GI(517-606) binding, 2 h;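 active means inhibition above about 30%, limit read from the data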;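 further: 0% = full FRET control wells and 100% = background wells lacking eIF4GI fragment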
Target sequence (P63073 whole entry, looked up, the tested form may be a part): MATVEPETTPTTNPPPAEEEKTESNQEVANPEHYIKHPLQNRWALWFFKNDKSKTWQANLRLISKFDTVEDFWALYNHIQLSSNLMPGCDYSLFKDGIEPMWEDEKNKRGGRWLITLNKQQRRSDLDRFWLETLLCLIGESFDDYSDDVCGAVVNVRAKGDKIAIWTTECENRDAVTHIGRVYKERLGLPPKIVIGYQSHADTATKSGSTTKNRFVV
Target sequence (Q04637 whole entry, looked up, the tested form may be a part): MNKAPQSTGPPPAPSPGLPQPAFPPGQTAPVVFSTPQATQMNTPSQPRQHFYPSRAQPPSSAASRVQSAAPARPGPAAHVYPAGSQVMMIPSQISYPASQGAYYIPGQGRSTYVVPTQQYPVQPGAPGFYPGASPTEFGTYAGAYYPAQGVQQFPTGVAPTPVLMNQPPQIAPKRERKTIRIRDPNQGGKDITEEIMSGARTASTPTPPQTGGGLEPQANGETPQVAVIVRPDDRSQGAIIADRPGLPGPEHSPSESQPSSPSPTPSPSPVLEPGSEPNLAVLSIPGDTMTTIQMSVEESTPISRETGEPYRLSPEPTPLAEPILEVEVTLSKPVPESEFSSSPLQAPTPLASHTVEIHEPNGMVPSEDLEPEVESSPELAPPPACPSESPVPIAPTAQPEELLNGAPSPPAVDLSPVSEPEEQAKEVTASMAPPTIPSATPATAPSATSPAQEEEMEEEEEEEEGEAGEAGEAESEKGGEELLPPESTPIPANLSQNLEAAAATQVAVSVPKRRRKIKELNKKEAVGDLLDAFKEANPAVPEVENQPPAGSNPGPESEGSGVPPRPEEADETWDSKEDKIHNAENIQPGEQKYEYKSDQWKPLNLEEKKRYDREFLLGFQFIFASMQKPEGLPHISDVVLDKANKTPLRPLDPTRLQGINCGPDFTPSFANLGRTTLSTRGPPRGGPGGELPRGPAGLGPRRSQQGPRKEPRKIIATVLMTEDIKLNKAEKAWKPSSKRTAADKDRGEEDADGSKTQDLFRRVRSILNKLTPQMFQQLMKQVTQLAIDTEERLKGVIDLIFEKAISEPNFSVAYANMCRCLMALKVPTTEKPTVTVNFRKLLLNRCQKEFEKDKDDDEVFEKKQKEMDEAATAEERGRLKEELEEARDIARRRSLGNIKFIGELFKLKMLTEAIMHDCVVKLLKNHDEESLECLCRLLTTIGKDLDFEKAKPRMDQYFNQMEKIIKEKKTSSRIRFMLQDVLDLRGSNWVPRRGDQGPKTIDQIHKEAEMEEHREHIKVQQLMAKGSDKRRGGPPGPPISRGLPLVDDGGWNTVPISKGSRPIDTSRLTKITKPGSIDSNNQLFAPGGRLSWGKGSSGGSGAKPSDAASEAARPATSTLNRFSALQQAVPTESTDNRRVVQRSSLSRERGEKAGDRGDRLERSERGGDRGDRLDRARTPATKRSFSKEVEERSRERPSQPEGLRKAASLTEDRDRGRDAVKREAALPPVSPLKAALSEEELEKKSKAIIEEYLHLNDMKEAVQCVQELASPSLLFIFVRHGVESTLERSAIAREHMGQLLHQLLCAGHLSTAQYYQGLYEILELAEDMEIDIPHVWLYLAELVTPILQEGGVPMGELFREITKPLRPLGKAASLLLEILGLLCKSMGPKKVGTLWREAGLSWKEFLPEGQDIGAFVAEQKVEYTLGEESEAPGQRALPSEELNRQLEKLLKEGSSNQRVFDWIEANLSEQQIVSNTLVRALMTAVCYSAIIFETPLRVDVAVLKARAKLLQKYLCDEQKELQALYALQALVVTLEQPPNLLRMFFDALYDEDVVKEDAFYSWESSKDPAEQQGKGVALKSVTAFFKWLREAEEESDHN
FXIIa inh 1536: blocks human coagulation factor XIIa protease activity | inhibition, % at 5 µM | 0.3% of 220,000 active | purified FXIIa, Boc-QGR-AMC fluorogenic substrate, 2 h | AID 800; in the data active means inhibition above about 40%;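 further: 0% = enzyme with no compound and 100% = blank without enzyme; many of its hits are not listed in these tables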
p97 inhibitor: human p97 ATPase inhibition. 0.42% of 220,000 active. recombinant p97 ATPase, Kinase-Glo ATP luminescence, 3 h. inhibition, % at 8 µM. P55072. AID 1481; in the data active means inhibition above about 15%;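 further: 0% = DMSO vehicle and 100% = wells lacking enzyme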
FXIa inh 1536: inhibitors of human coagulation factor XIa | P03951 | purified FXIa, Boc-Glu-Ala-Arg-AMC fluorogenic substrate | inhibition, % at 5 µM | 0.14% of 220,000 active | AID 798;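 active means inhibition of at least 40%; inactive means inhibition below 40%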;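 further: fluorescence of freed AMC excited at 355 nm; 0% = enzyme without compound and 100% = no enzyme blank; many of its hits are not listed in these tables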
Mdm2 ligase inh: Mdm2 E3 ligase (human) inhibition; cell-based MDM2 ubiquitination luciferase reporter, 2 h; 0 = plate control, 100 = twice control, blank-subtracted; AID 1230; signal enhancement, % at 5 µM; 0.11% of 210,000 active; Q00987;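 active means signal enhancement of 30% or more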;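 further: luminescence tracks abundance of the self-degrading MDM2-luciferase fusion protein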
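Test system: mammalian cells stably expressing self-ubiquitinating, self-degrading MDM2 E3–luciferase fusion; Amount: 2000 cells in each well; Medium: DMEM; Schedule: 4 h settle plus 2 h compound, 37 °C; Technique: SteadyLite luciferase luminescence after 15 min room-temperature reagent incubation; Benchmarks: plate control and blank wells.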
Numbers without * were called inactive; / = not tested or not shown; [ ] = another dose, or the depositor's remark.

SMILES | Rad51 HR inh | Wee1 stabilizer | hK5 inh | 14-3-3 Bad inh | eIF4E-4G inh | FXIIa inh 1536 | p97 inhibitor | FXIa inh 1536 | Mdm2 ligase inh
COc1ccc(-n2c(-c3cccc(C)c3[N+](=O)[O-])n[nH]c2=S)cc1 | -7 | -1 | -14 | -15 | 4 | -7 | -1 | -11 | -6
Cc1c(NC(=S)N/N=C\c2ccccc2O)c(=O)n(-c2ccccc2)n1C | 0 | -2 | -90 | -5[fluorescence artefact?] | 18[fluorescence artefact?] | 4 | 3 | 2 | 7
Cc1noc(C)c1Cn1nc(C(=O)O)c2ccccc2c1=O | -13 | 12* | -8 | -5 | 6 | -1 | -1 | -10 | -8
Cc1ccc(C(=O)N/N=C/c2ccc(-c3cccc(C(F)(F)F)c3)o2)cn1 | / | 4 | 8 | 7 | -2 | 15 | 3 | 7 | -2
COc1nc2c(C)cccc2cc1-c1noc(-c2ccco2)n1 | 5 | 3 | -14 | 59 | -9 | -1 | 1 | -5 | -13
CCCCc1nc2n[nH]c(N)c2c2c1CSC(C)(C)C2 | 0 | -3 | 3 | -6 | 1 | 3 | 4 | -4 | -14
CSc1nsc(SCC(=O)N2CCc3ccccc32)n1 | -3 | 2 | -11 | -5 | 38* | 10 | 2 | -2 | 0
Cc1ccc(C)c(S(=O)(=O)Nc2ccc3scnc3c2)c1 | 0 | 1 | -1 | 1 | 1 | 1 | -1 | 10 | -4
O=C(c1ccncc1)N1N=C(C2CCCCC2)CC1(O)C(F)(F)F (configuration not stated) | 3 | 0 | -1 | -4 | -2 | 6 | 6 | -3 | 27
COc1ccc(CNC(=O)C(c2ccc(C)cc2)N(Cc2cccs2)C(=O)c2ccc3c(c2)OCCO3)cc1 (configuration not stated) | 3 | -4 | -26 | -5 | -12 | 17 | 4 | 0 | -23
Cc1cc(C)c2c(N)c(C(=O)NCc3ccco3)sc2n1 | -8 | -1 | -15 | -14 | -4 | 16 | 4 | 11 | -6
CCOc1cc(Br)c(/C=C2/C(=O)N(C)C(=S)N2CC(=O)OC)cc1OC | -16 | 0 | 4 | -4 | 2 | 14 | -1 | 0 | -11
c1ccc(OCc2nnc3sc(-c4cccs4)nn23)cc1 | -2 | -1 | 5 | 20 | 27 | 19 | -3 | 7 | -16
Cc1ccc(C2=NNC(C(O)C(O)C(O)C(O)CO)S2)cc1 (configuration not stated) | -6 | -1 | -18 | 4 | 9 | 12 | 3 | 6 | -14
CCO[C@@H]1OC(C(=O)N2CCN(Cc3ccc4c(c3)OCO4)CC2)=C[C@H](c2ccc3c(c2)OCO3)[C@H]1CCCO | -5 | 4 | 3 | 1 | -2 | 13 | 2 | 2 | /
S=c1nc(C2CCCCC2)[nH]c2ccccc12 | / | 0 | 2 | -15 | -7 | 6 | 2 | 0 | -2
COc1ccc(C(OC(=O)c2c(C)noc2C)C(=O)NC2CCCC2)cc1 (configuration not stated) | 2 | -1 | 12 | 82* | 8 | 11 | 4 | 3 | -16
Cc1cc(C)nc(NC(=O)CSc2nnnn2-c2ccccc2)n1 | 1 | -2 | 4 | 1[fluorescence artefact?] | -10[fluorescence artefact?] | 11 | 0 | 0 | -8
Cc1ccc(S(=O)(=O)Nc2ccc3c(c2)nc(CCN2CCCCC2)n3C)cc1 | -2 | 3 | 1 | 2 | -3 | 7 | 3 | 1 | -22
Cc1cccc(Cl)c1NNC(=O)Nc1c([N+](=O)[O-])c(C)nn1C | 21 | -2 | 1 | 0 | 3 | 8 | -1 | 4 | -14

13 structures from above, sorted by molecular weight, rising.
SMILES | Rad51 HR inh | Wee1 stabilizer | hK5 inh | 14-3-3 Bad inh | eIF4E-4G inh | FXIIa inh 1536 | p97 inhibitor | FXIa inh 1536 | Mdm2 ligase inh
CCCCc1nc2n[nH]c(N)c2c2c1CSC(C)(C)C2 | 0 | -3 | 3 | -6 | 1 | 3 | 4 | -4 | -14
Cc1cc(C)c2c(N)c(C(=O)NCc3ccco3)sc2n1 | -8 | -1 | -15 | -14 | -4 | 16 | 4 | 11 | -6
COc1nc2c(C)cccc2cc1-c1noc(-c2ccco2)n1 | 5 | 3 | -14 | 59 | -9 | -1 | 1 | -5 | -13
c1ccc(OCc2nnc3sc(-c4cccs4)nn23)cc1 | -2 | -1 | 5 | 20 | 27 | 19 | -3 | 7 | -16
Cc1ccc(C)c(S(=O)(=O)Nc2ccc3scnc3c2)c1 | 0 | 1 | -1 | 1 | 1 | 1 | -1 | 10 | -4
CSc1nsc(SCC(=O)N2CCc3ccccc32)n1 | -3 | 2 | -11 | -5 | 38* | 10 | 2 | -2 | 0
Cc1ccc(C2=NNC(C(O)C(O)C(O)C(O)CO)S2)cc1 (configuration not stated) | -6 | -1 | -18 | 4 | 9 | 12 | 3 | 6 | -14
Cc1cccc(Cl)c1NNC(=O)Nc1c([N+](=O)[O-])c(C)nn1C | 21 | -2 | 1 | 0 | 3 | 8 | -1 | 4 | -14
Cc1cc(C)nc(NC(=O)CSc2nnnn2-c2ccccc2)n1 | 1 | -2 | 4 | 1[fluorescence artefact?] | -10[fluorescence artefact?] | 11 | 0 | 0 | -8
COc1ccc(C(OC(=O)c2c(C)noc2C)C(=O)NC2CCCC2)cc1 (configuration not stated) | 2 | -1 | 12 | 82* | 8 | 11 | 4 | 3 | -16
CCOc1cc(Br)c(/C=C2/C(=O)N(C)C(=S)N2CC(=O)OC)cc1OC | -16 | 0 | 4 | -4 | 2 | 14 | -1 | 0 | -11
COc1ccc(CNC(=O)C(c2ccc(C)cc2)N(Cc2cccs2)C(=O)c2ccc3c(c2)OCCO3)cc1 (configuration not stated) | 3 | -4 | -26 | -5 | -12 | 17 | 4 | 0 | -23
CCO[C@@H]1OC(C(=O)N2CCN(Cc3ccc4c(c3)OCO4)CC2)=C[C@H](c2ccc3c(c2)OCO3)[C@H]1CCCO | -5 | 4 | 3 | 1 | -2 | 13 | 2 | 2 | /

Other structures.
SMILES | Rad51 HR inh | Wee1 stabilizer | hK5 inh | 14-3-3 Bad inh | eIF4E-4G inh | FXIIa inh 1536 | p97 inhibitor | FXIa inh 1536 | Mdm2 ligase inh
O=C(c1ccccc1)c1nnc(-c2ccccc2F)o1 | -4 | -1 | -24 | -2[fluorescence artefact?] | 3[fluorescence artefact?] | 5 | -3 | -18 | -19
Cc1noc(C)c1S(=O)(=O)Nc1ccc(C(=O)N2CCc3ccccc3C2)cc1 | -2 | -3 | -1 | 10 | 2 | 13 | 1 | 6 | -15
COC(=O)CSc1nc2ccc(C)cc2[nH]1 | 4 | -3 | -7 | -7 | -11 | 21 | 1 | 2 | 1
COc1ccccc1-n1c(SCC(=O)Nc2cccc3ccccc23)nc(O)cc1=O | -3 | -1 | 5 | -8 | -17 | 13 | -5 | 2 | -8
CC1CCc2c(C(=O)NCCCN3CCOCC3)csc2C1 (configuration not stated) | -7 | -2 | -7 | -2[fluorescence artefact?] | 4[fluorescence artefact?] | 12 | 5 | 0 | /
Oc1ccc(-c2csc(-c3cccnc3)n2)c(O)c1 | -3 | 3 | -2 | 5 | -2 | 5 | 14 | -3 | -27
Cc1c(C(=O)Nc2ccc(OCc3ccccc3)cc2)cccc1[N+](=O)[O-] | -5 | -2 | 3 | 25 | -2 | 3 | 0 | -12 | -8
Cc1cccc2cc(C3CC(c4cccs4)=NN3C(=O)CCC(=O)O)c(Cl)nc12 (configuration not stated) | / | 0 | -17 | -3 | -3 | 9 | 4 | 4 | /
Cc1nc2cc(CC(=O)O)ccc2o1 | -1 | 1 | -5 | 0 | -2 | 14 | -1 | 6 | -9
O=C(CN1CCCC1)NCC12CC3CC(CC(C3)C1)C2 | -2 | -3 | -30 | 11 | -3 | 4 | 2 | -6 | -17
COc1ccc(Cl)cc1N(C(C)C(=O)O)S(C)(=O)=O (configuration not stated) | 21 | 2 | -9 | -1 | -1 | 1 | 3 | 0 | -12
CC(=O)Nc1ccc(-c2cn3ccsc3n2)cc1 | 1 | 3 | -10 | -7 | -6 | 8 | 1 | 3 | -13
CC(=O)Nc1cccc(C(=O)OC(C(=O)c2ccc(C)c(C)c2)c2ccccc2)c1 (configuration not stated) | 4 | 3 | 18 | -4 | 2 | 11 | -4 | -6 | -3
NC(=O)C1=C[C@H](c2csc3ccccc23)C[C@H](OCc2ccc(CO)cc2)O1 | 1 | 1 | 11 | 9 | -1 | 13 | -2 | 4 | /
CC(=O)C(=Nc1ccccc1Cl)NNc1ccc(Cl)cc1 | -7 | 1 | -6 | -14[fluorescence artefact?] | -8 | 11 | -2 | -3 | -7
CCC(=O)Nc1cc(C)c(OC)c(C)c1 | 2 | -4 | 0 | -10 | 2 | 10 | 1 | 0 | 15
Cc1ccc(C2=Nc3ccccc3N=C(c3ccco3)C2)c(O)c1 | 0 | 0 | 11 | -3 | -6 | 6 | 0 | -6 | -2
FC(F)(F)c1cc(-c2ccco2)nc(NCc2ccccc2)n1 | -5 | 0 | -3 | 4 | -4 | 12 | -3 | 0 | -19
O=C(COC(=O)c1ccc(F)cc1F)Nc1ccc2[nH]c(=O)[nH]c2c1 | 11 | -2 | -7 | 0 | 5 | 4 | 5 | -3 | -14
CCOC(=O)NC(=O)COC(=O)CCCc1nc2ccccc2s1 | -6 | -4 | 30 | 7 | 0 | 31 | -5 | 34 | -11
COc1ccc(C(=O)NCc2cc(C)nc3ccccc23)cc1 | 7 | -3 | -4 | -3 | -4 | 0 | 4 | -1 | -15
COc1ccc(NCc2nn(CC(=O)c3ccc(Br)cc3)c3[n+]2CCCCC3)cc1 | -4 | -4 | -4 | -12 | 3 | -2 | 8 | -6 | -7
CCOC(=O)c1cc2occc2n1CC(=O)Nc1ccc(OC)cc1OC | -5 | 1 | -26 | 0 | 1 | 11 | 1 | 4 | -2
CN1C(=O)SC(Nc2ccccc2)C1=O (configuration not stated) | -3 | -1 | -5 | 2 | 0[fluorescence artefact?] | 9 | -5 | 7 | -3
COCCCN1C(=O)C(O)=C(C(C)=O)C1c1cccc(F)c1 (configuration not stated) | / | -2 | -7 | 36 | -1 | 13 | -1 | 8 | -2
COc1ccc(NC(=O)N(C2CCCCC2)C2CCN(C(C)C)CC2)c(OC)c1 | 4 | 2 | 1 | -5 | 4 | 2 | 2 | -6 | -19
Cc1cc(C)cc(Cn2ncc(Cl)c(Cl)c2=O)c1 | -7 | 1 | -21 | -34 | 0 | 6 | 3 | 4 | -2
COc1cc(/C=N/NC(=O)C(=O)N2CCCC2)ccc1O | 2 | 2 | 7 | 4 | 0 | 10 | 3 | -1 | 3
O=c1cc(N2CCN(Cc3ccccc3)CC2)[nH]c(=O)n1-c1cccc(C(F)(F)F)c1 | 2 | 0 | 2 | -7[fluorescence artefact?] | 3 | 10 | 0 | -1 | /
CCn1c(SCC(=O)Nc2ccc(NC(=O)c3ccco3)c(OC)c2)nc2ccccc2c1=O | 1 | -2 | 5 | 19 | -1 | 13 | 3 | 4 | 2
O=C(Nc1cccc(NC(=O)c2cccs2)c1)c1ccco1 | 3 | 0 | -6 | 2 | -7 | 6 | 2 | -4 | -13
Cc1ccc2sc(NC(=O)CSc3nc(C)cc(C)c3C#N)nc2c1 | -4 | 0 | -21 | 2[fluorescence artefact?] | -16 | 15 | 0 | 9 | 1
Cc1ccc(-c2nc(N)sc2CC(=O)OCC(=O)N2C(C)CCCC2C)cc1 (configuration not stated) | / | -1 | -22 | -7 | 5[fluorescence artefact?] | 6 | 5 | 1 | /
